High-throughput results (PubChem)
Mdm2 MdmX PPI – inhibitors of human Mdm2/MdmX interaction; SaOS-2 split-luciferase Mdm2/MdmX complementation, luminescence; inhibition, % at 8 µM; 330,000 tested, 3% active;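 active = inhibition of at least 50% at 8 µM in the primary screen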
Target sequence (O15151 whole entry, looked up): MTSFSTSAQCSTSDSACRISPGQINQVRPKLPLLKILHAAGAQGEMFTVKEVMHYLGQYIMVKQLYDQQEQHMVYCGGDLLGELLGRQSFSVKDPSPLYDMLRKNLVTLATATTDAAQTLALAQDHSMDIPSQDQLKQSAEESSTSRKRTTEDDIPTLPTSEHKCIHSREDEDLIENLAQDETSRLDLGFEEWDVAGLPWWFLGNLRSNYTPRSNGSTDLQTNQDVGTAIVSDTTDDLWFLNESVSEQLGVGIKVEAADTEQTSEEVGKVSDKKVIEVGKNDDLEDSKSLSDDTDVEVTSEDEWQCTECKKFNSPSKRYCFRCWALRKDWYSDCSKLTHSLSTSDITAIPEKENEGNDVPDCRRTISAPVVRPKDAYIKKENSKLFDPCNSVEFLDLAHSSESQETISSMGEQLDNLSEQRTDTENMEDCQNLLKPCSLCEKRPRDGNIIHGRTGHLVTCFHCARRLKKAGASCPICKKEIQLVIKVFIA
Target sequence (Q00987 whole entry, looked up): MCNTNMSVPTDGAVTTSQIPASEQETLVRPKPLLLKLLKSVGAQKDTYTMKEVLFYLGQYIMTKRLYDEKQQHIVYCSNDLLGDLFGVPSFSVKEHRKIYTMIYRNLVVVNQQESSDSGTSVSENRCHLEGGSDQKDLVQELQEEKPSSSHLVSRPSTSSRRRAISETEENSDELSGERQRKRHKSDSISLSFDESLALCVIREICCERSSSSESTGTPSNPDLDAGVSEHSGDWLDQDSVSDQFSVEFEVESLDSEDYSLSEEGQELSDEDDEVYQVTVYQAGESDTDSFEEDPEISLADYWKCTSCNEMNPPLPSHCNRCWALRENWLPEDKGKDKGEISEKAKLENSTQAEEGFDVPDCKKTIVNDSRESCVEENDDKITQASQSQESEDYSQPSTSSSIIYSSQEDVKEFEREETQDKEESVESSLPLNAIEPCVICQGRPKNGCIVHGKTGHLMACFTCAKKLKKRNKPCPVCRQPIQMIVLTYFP
Jurkat NFkB inh – lowers PMA/ionomycin-induced NF-kB signal in Jurkat cells; inhibition, % at 4 µM; PMA/ionomycin-induced NF-kB luciferase reporter, luminescence; AID 435003; 330,000 tested, 0.53% active; in the data active = inhibition above about 50%
UPR CHOP act – activators of apoptotic arm of unfolded protein response (CHOP) | 330,000 tested, 0.34% active | activation, % at 10 µM | CHO-CHOP luciferase reporter, UPR activation, luminescence; percent of tunicamycin response over DMSO baseline;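 active = at 10 µM dose, activation of 40% or more, normalized to positive control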;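 note: 100% = tunicamycin at 10 µg/mL and 0% = DMSO alone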
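Test system: CHO CHOP reporter cells. Input: 500 CHO-CHOP cells per well. Medium: F12 with 10% FBS. Technique: luciferase luminescence. Measure: percent activation relative to tunicamycin control. Dosing: 10 µM compound, 0.5% DMSO. Timing: 16-18 h cell attachment, then 6 h compound exposure, 37 °C.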
697 NFkB inh – inhibitors of the PMA/ionomycin-induced NF-kB reporter in 697 B cells. 330,000 tested, 0.33% active. 697 B-cell NF-kB luciferase reporter, 16 h. inhibition, % at 4 µM; in the data active = inhibition above about 35%
TIM10 inh – inhibits growth of TIM10 yeast strain. S. cerevisiae TIM10 strain growth, BacTiter-Glo luminescence, 24 h. inhibition, % at 10 µM. 330,000 tested, 1.4% active;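 active = inhibition of 40% or more at the single tested concentration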;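 note: wild-type TIM10 isogenic control strain grown at permissive 25 °C; 0% = DMSO yeast wells and 100% = minimal medium wells without yeast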
UPR XBP1 act – adaptive UPR (XBP1) activation. CHO-XBP1 luciferase reporter, IRE1-XBP1 UPR activation, luminescence; percent of tunicamycin response, DMSO as zero. activation, % at 20 µM. 330,000 tested, 0.33% active. AID 463104;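 active = versus positive control, 20 µM dose yields 30% or more activation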;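 note: 100% = tunicamycin at 10 µg/mL and 0% = DMSO only wells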
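Signal: luciferase luminescence; Assay system: CHO-XBP1 luciferase reporter cells; Amount: one thousand reporter cells per well; Dosing: 20 µM single concentration, DMSO 1%; Benchmarks: high control tunicamycin 10 µg/mL final, low control DMSO vehicle only; Schedule: 6 h compound exposure at 37 °C, 5% CO2; Evaluation: percent activation relative to tunicamycin reference.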
tim10-1 inh – tim10-1 yeast growth inhibition; AID 463190; S. cerevisiae tim10-1 ts strain growth, BacTiter-Glo, 24 h; 330,000 tested, 2.2% active; inhibition, % at 20 µM;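 active = inhibition of at least 40%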;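 note: mutant grown at 25 °C; 0% = DMSO wells with yeast and 100% = wells holding no yeast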
tim23-1 inh – inhibits growth of tim23-1 mutant yeast. 330,000 tested, 1.3% active. S. cerevisiae tim23-1 growth, BacTiter-Glo luminescence, 24 h. inhibition, % at 20 µM;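 active = growth inhibition of the mutant yeast at or above 50%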;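 note: temperature-sensitive mutant grown at 25 °C; plate controls were DMSO-treated mutant yeast for no effect and medium wells lacking yeast for full effect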
An asterisk follows results filed as active.

SMILES	Mdm2 MdmX PPI	Jurkat NFkB inh	UPR CHOP act	697 NFkB inh	TIM10 inh	UPR XBP1 act	tim10-1 inh	tim23-1 inh
O=C(c1ccccc1)c1nc2ccccc2[nH]c1=O	11	2	2.2	8	14	1	8	8
CCc1nc(N)c(C#N)c(-c2ccc(F)cc2)c1C	-1	0	-2.1	3	5	-2	-6	5
COc1ccccc1NC(=O)CC1COc2ccccc2O1 (stereo not drawn)	14	5	-0.9	13	8	3	2	15
Cc1cc(C)c(C#N)c(SCC(=O)Nc2ccccc2)n1	-38	-107	-1.1	-17	-5	-1	0	10
COc1ccc(/C=N/Nc2cc(C)nc(NS(=O)(=O)c3ccc(C)cc3)n2)cc1	6	2	-1.1	16	25	0	20	26
O=C(NCCCN1CCCC1=O)c1cc2nc(-c3ccco3)cc(C(F)(F)F)n2n1	17	13	0.4	-7	1	0	-2	1
CC(OC(=O)Cn1cnc2c1c(=O)n(C)c(=O)n2C)C(=O)NC(C)c1ccc(Cl)cc1Cl (stereo not drawn)	9	20	-1.3	1	4	-2	16	8
O=C(Cc1c(F)cccc1Cl)N/N=C/c1cccnc1	15	9	1.5	18	-5	-1	-13	0
Cc1cc(C)c(NC(=O)Cn2c(=O)n(Cc3ccco3)c(=O)c3ccccc32)c(C)c1	2	-23	-5.8	-4	-10	0	6	-3
N/C(CSc1ncccc1C(F)(F)F)=N\O	13	-7	1.6	-3	-7	-1	-5	3
CCCc1cc(=O)[nH]c(SCC(=O)N2CCc3cc(OC)c(OC)cc3C2)n1	8	1	-0.6	7	-10	1	-17	-4
COC(=O)C1=C(C)OC(N)=C(C#N)C1c1cccnc1 (stereo not drawn)	-16	0	0.4	4	14	-2	8	20
Cc1cccc(OCc2nnc(SCC(=O)N3CCCC3)o2)c1	9	-3	0.8	0	-12	-2	11	5
COc1ccc(C(C(=O)NCCC(C)C)N(CCN2CCOCC2)C(=O)Cn2nnc3ccccc32)c(OC)c1 (stereo not drawn)	13	-1	0.2	11	7	-2	18	11
O=C(Cc1coc2cc3c(cc12)CCC3)OCc1cc(=O)n2c(n1)sc1ccccc12	3	0	0.0	-5	1	-1	8	0
COc1ccccc1NC(=O)CCC(=O)OC(C)C(=O)c1ccccc1 (stereo not drawn)	-24	-10	3.3	-4	-14	-3	11	16
O=C(CSc1ccccc1)Nc1cc(Cl)ccc1Oc1ccccc1	15	-11	-0.7	8	4	-1	19	23
C=CCNC(=S)N1CCC(C(=O)c2ccc(F)cc2)CC1	-1	-18	0.3	-25	6	-3	16	23
Cc1ccc(NS(=O)(=O)c2ccc3c(c2)n(C)c(=O)n3C)cc1	26	-9	-0.7	-5	-8	4	8	4
COc1ccccc1NC(=O)NCCc1ccccc1	11	-6	1.2	6	0	-1	10	19
NC(=O)c1cc2ccccc2o/c1=N\NC(=O)c1ccco1	-9	0	0.7	19	9	0	10	6
Cc1cccc(OCCC(=O)Nc2ccc(F)c(Cl)c2)c1	18	-6	0.6	4	15	-4	7	34
CC(C)c1ccccc1NC(=O)c1ccc(CN(c2ccccc2)S(=O)(=O)c2ccccc2)cc1	15	11	-0.7	-21	-8	-3	11	-19
Cc1cc(C)nc(NNC2=CC(=O)CC(C)(C)C2)n1	5	-8	0.4	0	16	-2	6	8
COC(=O)c1ccc(NC(=O)c2cn(-c3ccccc3)nc2-c2ccncc2)cc1	-37	-15	2.4	14	-24	-4	-24	-20

Additional results follow.
SMILES	Mdm2 MdmX PPI	Jurkat NFkB inh	UPR CHOP act	697 NFkB inh	TIM10 inh	UPR XBP1 act	tim10-1 inh	tim23-1 inh
CCOc1ccccc1NC(=O)N1CCCC1C(=O)NCc1cccs1 (stereo not drawn)	-25	-24	0.4	-6	4	1	12	8
Cn1cc(-c2nc3ccccc3[nH]2)c2ccccc21	-37	-35	3.4	-8	71*	0	41*	-10
COc1ccccc1-n1ccnc1SCC(=O)NC(C)(C)C	18	0	-2.2	-2	-14	1	4	12
Cc1ccc(C(CNC(=O)c2ccco2)N2CCN(C)CC2)cc1 (stereo not drawn)	11	4	0.3	18	-2	-1	7	5
O=C(C1CC1)N1CCN(c2ccc([N+](=O)[O-])cc2-n2cccc2)CC1	21	22	1.1	-25	-2	-3	5	-13
N=C1C(c2nc3ccccc3s2)=C(O)CN1C1CCC(O)CC1 (stereo not drawn)	1	-13	2.8	2	-9	3	13	12
Cc1cc(OCC(=O)NNC(=O)c2cccc(F)c2)ccc1Cl	7	9	0.3	14	-2	2	4	10
CCOc1ccc(NC(=S)N2CCn3c(nc4ccccc43)C2)cc1	-9	6	0.2	-3	22	1	0	12
O=C(Nc1ccc(Cl)c(Cl)c1)N1CCCCCC1	-89	-73	6.1	-56	30	-5	2	7
CCOCCCNC(=O)CCc1ccc(S(=O)(=O)Nc2ccc(C)cc2)cc1	26	-8	0.6	6	-4	-1	-10	1
CC(=O)c1ccc(Nc2ccc(-c3ccccc3C)nn2)cc1	-79	-52	6.2	-61	20	1	15	3
Cc1cc(C(=O)OCC(=O)Nc2ccc(F)cc2[N+](=O)[O-])c2ccccc2n1	52*	0	-0.4	5	1	-1	15	2
O=C(NCCSCc1ccccc1)c1ccc(C2SCC(=O)N2Cc2ccccc2)cc1 (stereo not drawn)	29	-5	-1.1	6	13	-3	27	22
CCN(CC)S(=O)(=O)c1ccc(O)c(C(=O)OCC(=O)Nc2ccc(OC(F)(F)F)cc2)c1	20	-2	-1.7	-15	-2	3	-4	4
N#CC(C#N)=Cc1c[nH]c(=O)c(C#N)c1Nc1ccccc1	-2	1	0.6	0	17	-3	10	5
CCn1c(SCc2nc(-c3ccc(Cl)cc3)no2)nnc1-c1ccco1	-6	9	-1.3	-9	25	-1	31	32
COCC(=O)Nc1nnc(CCc2ccccc2)s1	-4	11	0.1	-1	-20	2	13	6
Cc1ccc(N(CC(=O)NC(C)C)C(=O)CCC(=O)Nc2nccs2)cc1C	20	0	2.0	18	5	-5	5	6
CCc1ccccc1NS(=O)(=O)c1cccc2nsnc12	13	3	-3.7	6	8	0	19	21
CCOc1ccc(NC(=O)CN2CCN(CC(=O)Nc3ccc(C(=O)OC)cc3)CC2)cc1	9	-11	-1.5	-16	-14	-3	-4	-15
Cc1ccc(N2C(=O)C3CC3C2=O)cc1 (stereo not drawn)	10	-7	0.6	-5	-3	0	5	4
CCOC(=O)c1cc2ccccc2nc1C	4	-8	0.3	-15	-5	-1	13	-5
Cc1ccc(C(=O)N2CCN(c3ncc(C(F)(F)F)cc3Cl)CC2)s1	11	4	1.4	-31	13	-4	24	13
Cc1cc(C)n2nc(C(=O)OCC(=O)Nc3ccc(C)c(S(=O)(=O)N4CCOCC4)c3)nc2n1	14	2	-0.7	-4	-5	-1	-7	5
COc1ccc(C(C)=O)cc1CSc1nnc(C)n1-c1ccccc1	3	-3	-1.0	10	11	1	16	11

Remaining list, next part:
SMILES	Mdm2 MdmX PPI	Jurkat NFkB inh	UPR CHOP act	697 NFkB inh	TIM10 inh	UPR XBP1 act	tim10-1 inh	tim23-1 inh
Fc1cccc(NC(=S)N2CCN(c3ccccn3)CC2)c1	9	-14	0.1	-3	9	-6	19	13
O=C(C1CCCN(S(=O)(=O)c2ccc(Br)cc2)C1)N1CCOCC1 (stereo not drawn)	23	14	2.0	13	1	-3	2	-7
CCCCn1c(CN2CCN(c3ccccc3)CC2)nc2c1c(=O)n(C)c(=O)n2C	27	16	1.7	-25	9	-2	24	20
COc1ccc(C(CCNCc2ccc(OC(C)C)cc2)C(C)C)cc1 (stereo not drawn)	85*	28	-0.1	-9	25	-2	2	1
CCOc1cc2[nH]c(=S)n(CC3CCCN3CC)c(=O)c2cc1OCC (stereo not drawn)	-10	-13	1.1	-37	-24	0	9	12
Cc1nnc(SCC(=O)NCc2cccs2)[nH]c1=O	9	-3	-0.3	-5	-3	0	-8	-5
O=C(NCc1ccco1)c1cccs1	27	0	-0.7	4	-3	-4	-7	4
CCCOc1ccc(C2NC(=O)CCC2[N+](=O)[O-])cc1 (stereo not drawn)	24	4	0.7	-8	6	-2	10	1
O=C1[C@@H]2Cc3c([nH]c4ccccc34)C(c3cccc(Br)c3)N2C(=O)CN1C1CCN(Cc2ccccc2)CC1 (stereo partly drawn)	88*	13	25	-5	24	4	20	29
COc1ccc(/C=N/N=C2/NC(=O)C(CC(=O)NC(N)=O)S2)cc1 (stereo not drawn)	13	5	1.8	8	7	-2	6	-2
COC(=O)Cn1c(CN(Cc2ccccc2)Cc2ccccc2)nc2c1c(=O)[nH]c(=O)n2C	10	9	0.4	1	23	2	31	23
O=C(N/N=C/c1cccs1)C(O)c1ccccc1 (stereo not drawn)	-4	12	7.2	8	13	3	3	11
O=C(Nc1ccnn1C1CCN(Cc2ccn[nH]2)CC1)c1ccccc1	14	10	-1.1	4	-4	-6	-1	-4
COC(=O)c1[nH]c2cccc(OC)c2c1NC(=O)C(C)N1CCC(C)CC1 (stereo not drawn)	0	-6	-1.3	-5	-5	1	2	7
Clc1ccc(NC2=NCCC2)cc1Cl	-22	3	-1.5	16	-13	-3	-2	-4
C=CCn1c(=S)[nH]c2cc(-c3ccccc3)sc2c1=O	5	-59	3.1	-58	2	2	-3	-11
CCOC(=O)c1ccc(-c2ccc(/C=N/NC(=O)Cc3nnc(N)s3)o2)cc1	-76	-59	4.9	-109	4	1	19	-9
O=C(CN1C(=O)S/C(=C\c2ccc(C(=O)O)cc2)C1=O)Nc1ccccc1	17	13	0.8	1	6	0	9	-2
O=C(Nc1ncc2c(n1)-c1ccccc1OC2)c1cccc([N+](=O)[O-])c1	12	2	-0.6	19	20	0	23	2
C[C@H](CO)N1C[C@H](C)[C@@H](CN(C)S(=O)(=O)c2ccc(F)cc2)Oc2c(NC(=O)CCC(F)(F)F)cccc2C1=O	23	7	-0.4	-3	1	-1	-6	-7
COc1ccc(N2CCN(C(=O)COC(=O)c3cc(S(=O)(=O)N(C)C)ccc3N3CCCC3)CC2)cc1	2	-6	0.5	18	-3	-3	3	-2
Cc1ccccc1C(=O)NC(NC(=O)c1ccccc1C)c1cccc([N+](=O)[O-])c1	13	7	-1.2	2	-21	-3	-7	-11
O=C(NCc1n[nH]c(=S)n1-c1ccc(F)cc1)c1ccc(S(=O)(=O)N2CCOCC2)cc1	6	-2	0.2	-4	-21	-3	0	18
CC(C)NC(=O)Nc1ccc2c(c1)C(=O)N([C@H](C)CO)C[C@@H](C)[C@@H](CN(C)C(=O)NC1CCCCC1)O2	13	-10	2.4	-4	-6	-1	4	-11
Cc1ccc(C(=O)NCCCNC(=O)c2ccc(Cl)cc2)cn1	-28	7	1.0	-1	2	-2	-19	-6
O=C(COC(=O)CCC1CCCC1)Nc1ccccc1OC(F)F	1	13	-2.1	8	19	0	24	-3
COc1cccc(C2CC(c3ccccc3)Nc3nc(N)nn32)c1 (stereo not drawn)	9	2	-0.7	13	-1	-1	7	5
Cc1cc(=O)oc2c1ccc1ccccc12	11	-11	1.5	5	-2	-2	33	24

Among those listed so far, 5 have a CF3 group:
SMILES	Mdm2 MdmX PPI	Jurkat NFkB inh	UPR CHOP act	697 NFkB inh	TIM10 inh	UPR XBP1 act	tim10-1 inh	tim23-1 inh
O=C(NCCCN1CCCC1=O)c1cc2nc(-c3ccco3)cc(C(F)(F)F)n2n1	17	13	0.4	-7	1	0	-2	1
N/C(CSc1ncccc1C(F)(F)F)=N\O	13	-7	1.6	-3	-7	-1	-5	3
CCN(CC)S(=O)(=O)c1ccc(O)c(C(=O)OCC(=O)Nc2ccc(OC(F)(F)F)cc2)c1	20	-2	-1.7	-15	-2	3	-4	4
Cc1ccc(C(=O)N2CCN(c3ncc(C(F)(F)F)cc3Cl)CC2)s1	11	4	1.4	-31	13	-4	24	13
C[C@H](CO)N1C[C@H](C)[C@@H](CN(C)S(=O)(=O)c2ccc(F)cc2)Oc2c(NC(=O)CCC(F)(F)F)cccc2C1=O	23	7	-0.4	-3	1	-1	-6	-7
